Pf growth 48h: P. falciparum growth inhibition at 48 hours (one generation). hit rate 5.9% among 310,000. P. falciparum luciferase growth in erythrocytes, 48 h. Potency, µM (highest dose often 28.7 µM), for the others: top-dose activity change, negative = inhibition, usual class: inhibitors. AID 504832; also: potency is read from the fitted curve at half-maximal effect; % is scaled to controls: 0 for no effect and ±100 for the full control effect
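Parasite viability was followed by luminescence of a genomically integrated firefly luciferase. Cultures held 0.1% parasitemia at 2% hematocrit (final), incubated under 5% CO2 at 37 C.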
Shiga inhibitor: Shiga toxin inhibition | inhibition, % at 38.7 µM | hit rate 9.2% among 290,000 | AID 2315 | Vero cells, Shiga toxin protein synthesis inhibition reporter; in the data active = inhibition mostly above about 28%, no sharp cut-off; inactive = mostly below about 43%; also: 0% is about no effect
Pf growth 96h: inhibits malaria parasite growth, 96 h; P. falciparum luciferase reporter growth, 96 h; Potency, µM (titrated, usually from 28.7 µM), without a hit: at the top dose activity change, negative = inhibition, usual class: inhibitors; hit rate 6.9% among 320,000; also: potency is read from the fitted curve at half-maximal effect; % is scaled to controls: 0 for no effect and ±100 for the full control effect
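Compounds incubated with erythrocytes infected by luciferase-expressing P. falciparum (2% hematocrit, 0.05% parasitemia final) for 96 hours, 37 C in 5% CO2. Growth inhibition scored as decreased luciferase luminescence.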
CHX counter: counter-screen hit for Shiga toxin inhibitors, cycloheximide; cell reporter, cycloheximide protein synthesis inhibition counterscreen; max response, %; hit rate 12% among 300,000; in the data active = max response mostly above about 13%, no sharp cut-off; inactive = mostly below about 14%; also: read at 38.3 µM for the half of the compounds with a filed dose; 0% is about no effect
Giardia FBPA inh: inhibitors of Giardia lamblia fructose-1,6-bisphosphate aldolase; purified Giardia FBPA; A8B2U2; Potency, µM (doses to about 59.6 µM), inactives show at the highest dose activity, negative = inhibition, hits mostly inhibitors; hit rate 0.71% among 290,000; AID 2451; also: potency is read from the fitted curve at half-maximal effect; % is scaled to controls: 0 for no effect and ±100 for the full control effect; nearly all actives have a fitted effect of over 55% in size
Target sequence (A8B2U2 whole entry, looked up): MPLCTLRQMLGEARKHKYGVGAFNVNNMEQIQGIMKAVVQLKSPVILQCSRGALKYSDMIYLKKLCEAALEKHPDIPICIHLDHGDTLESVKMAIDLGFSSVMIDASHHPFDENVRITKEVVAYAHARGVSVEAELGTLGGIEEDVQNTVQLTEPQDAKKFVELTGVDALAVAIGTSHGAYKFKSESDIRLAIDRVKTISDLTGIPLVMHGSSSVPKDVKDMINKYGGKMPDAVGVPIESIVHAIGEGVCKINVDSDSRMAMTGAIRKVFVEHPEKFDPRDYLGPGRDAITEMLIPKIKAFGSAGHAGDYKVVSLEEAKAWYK
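Giardia FBPA (40 nM reagent) was preincubated 10 min at RT with compound (up to 57.5 uM final), then substrate plus GAPDH/TPI/NAD/arsenate coupling system with diaphorase/resazurin was added; resorufin fluorescence (525/598 nm) was read after 20 min.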
Sm TGR block: inhibitors of Schistosoma mansoni thioredoxin glutathione reductase; hit rate 3% among 360,000; AID 485364; purified TGR, DTNB reduction, TNB absorbance 405 nm; Q962Y6; Potency, µM (doses to about 114 µM), without a hit: top-dose activity change, negative = inhibition, actives largely listed as inhibitors; also: potency is read from the fitted curve at half-maximal effect; % is scaled to controls: 0 for no effect and ±100 for the full control effect; nearly all actives have a fitted effect of over 60% in size
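TGR 20 nM + NADPH 100 uM (dispensed conc.), cpd preinc 15 min RT; start with NADPH (500 uM addition) then DTNB (15 mM addition). Kinetic TNB absorbance, 405 nm filter. Four-parameter Hill fit across titration.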
* hit, by the source's call; ? = inconclusive; nt = no result given; & = joins results of further samples; [ ] = remark or other dose. Unless noted, calls follow the shape of the dose curve; as a rule, active = well fitted curve in the direction sought with a large enough effect; inconclusive = small, poorly fitted or top-dose-only effect, or another doubt; inactive = no such curve, though single readings can be large; an effect the other way counts as inactive or inconclusive.

SMILES	Pf growth 48h	Shiga inhibitor	Pf growth 96h	CHX counter	Giardia FBPA inh	Sm TGR block
Cn1c(SCC(=O)c2cc3ccccc3o2)nnc1-c1ccccc1	2%	11	-7%	7	0%	?
CCn1c(COc2cccc(OC)c2)nnc1SCC(=O)N1CCOCC1	2%	27	85%[activator]	-2	14%	4%
O=C(CSc1nnc(CNC(=O)c2ccccc2F)o1)c1ccc(Cl)cc1	8%	-6	-4%	-1	6%	0%
CSCCC1NC(=O)N(CC(=O)Nc2ccc(N3CCCCC3)cc2)C1=O (configuration not stated)	nt	-12	16%	0	1%	0%[11.4 µM]
CC(=O)N1c2ccc(S(=O)(=O)N3CCCC(C(=O)NCc4ccccc4Cl)C3)cc2CC1C (configuration not stated)	?	-3	?	-1	-4%	1%
O=C(Nc1nc(-c2nc3ccccc3s2)cs1)c1ccc(S(=O)(=O)N2CCOCC2)cc1	16%	45	16%	31	0%	0%
COC(=O)c1ccccc1NC=C1C(=O)OC2(CCCCC2)OC1=O	11%	-12	?	12	3%	7%
COc1ccc2nc(C)cc(SCC(=O)N/N=C/c3ccc(O)cc3O)c2c1	?	13	-3%	-2	-10%	5%
O=C(/C=C/c1ccc([N+](=O)[O-])cc1)OCc1cnc(-c2ccccc2)o1	14%	21	343%[activator]	-3	-3%	0%
Cc1cc(C)c2c(n1)SCC(=O)N2CC(=O)NCCC1=CCCCC1	-15%	-14	7%	1	-2%	-25%
Cc1cccc(N2CCN(S(=O)(=O)c3ccc4c(c3)NC(=O)CS4)CC2)c1C	?	-9	?	-2	nt	7%
CN(Cc1ccccc1)C(=O)CCNC(=O)Cn1cnc2ccccc2c1=O	2%	9	-93%	-10	5%[12.9 µM]	11%
O=C(CCC1CCCC1)NNC(=O)c1ccccc1O	?	nt	36%[activator]	nt	nt	-5%
CC(O)(CS(=O)(=O)Cc1ccccc1)c1ccccc1Cl (configuration not stated)	12%	24	24%	6	-8%	-11%
Cc1ccc(-c2noc(=O)n2CC(=O)Nc2ccc(S(=O)(=O)NC3CC3)cc2)cc1	nt	-13	?	2	-1%	0%
COc1ccc(NC(=S)NC(=O)C2CCC2)cc1	36%[activator]	43*	9%	40*	nt	?
CCOC(=O)/C(C#N)=C/N=c1ccc(C)cn1C	89%[activator]	68*	106%[activator]	51*	-8%	16%
O=C(OC1CCOC1=O)C1CCN(S(=O)(=O)c2ccccc2)CC1 (configuration not stated)	-22%	nt	-28%	nt	nt	-11%
CC(C)Cc1nnc(NC(=O)c2cc3c(s2)CCC3)s1	-152%	55*	96%[activator]	17*	0%	0%
Cc1ccc(S(=O)(=O)N2CCC(C(=O)NCCCOC(C)C)CC2)cc1	-2%	-2	4%	-2	0%	5%
CS(=O)(=O)N1N=C(c2ccco2)CC1c1ccccc1 (configuration not stated)	42%[activator]	-2	-21%	-2	1%	?
COC(=O)CN1C(=O)COc2ccc(S(=O)(=O)NCc3ccc(Cl)cc3)cc21	40%[activator]	-3	?	13	-4%	-15%
CC(=O)c1nnn(-c2ccc([N+](=O)[O-])cc2)c1C	0%	-3	5%	9	10%	-15%
O=C(Nc1ccc(F)cc1)C1CCCN(S(=O)(=O)c2ccc(-n3cnnn3)cc2)C1 (configuration not stated)	1%	-10	54%[activator]	-1	4%	8%
O=C(O)c1cc2nccc(-c3ccco3)n2n1	6%	-7	27%	-4	-8%	?

Quoted from the listing.
Entry of `Cn1c(SCC(=O)c2cc3ccccc3o2)nnc1-c1ccccc1` under Shiga inhibitor: 11
Entry of `CCOC(=O)/C(C#N)=C/N=c1ccc(C)cn1C` under Sm TGR block: 16%

Next records follow.
SMILES	Pf growth 48h	Shiga inhibitor	Pf growth 96h	CHX counter	Giardia FBPA inh	Sm TGR block
CC(C)[C@]1(O)[C@@H](OC(=O)c2ccc[nH]2)[C@@]2(O)[C@@]3(C)C[C@]4(O)O[C@@]5([C@H](O)[C@@H](C)CC[C@]35O)[C@@]2(O)C41C	nt	-1&-8	nt	-7&9	3%&-1%	nt
COC(=O)c1cccc(NC(=O)c2ccc3c(c2)C(=O)N(CC2CCCO2)C3=O)c1 (configuration not stated)	21%	11	nt	4	4%	5%
COc1ccc(C(=O)c2cc3c(cc2[N+](=O)[O-])OCCO3)cc1	12%	21	22%	9	2%	2%
COc1nc(OCC#N)nc(N(C)C)n1	10%	-9	?	7	7%	-4%
O=C(Cn1nnc(-c2ccc(N3CCOCC3)cc2)n1)OC1CCCCC1	235%[activator]	15	7.4µM*	2	0%	7%
COc1ccc(C(=O)c2c[nH]c(C(=O)N=CN(C)C)c2)cc1	31%[activator]	42*	44%[activator]	20*	-1%	-4%
Cc1cc(OCCOCCN2CCCC2)ccc1C(C)C	?	-12	10µM*	1	-3%	-9%
COc1ccc(-n2ncc3c(N4CCc5ccccc54)ncnc32)cc1	157%[activator]	105*	nt	50*	-3%	4%
O=C(COc1ccc(Cl)cc1Br)Nc1cccc(S(=O)(=O)N2CCCC2)c1	?	nt	-62%	nt	nt	-8%
Cc1cc(C)cc(NC(=O)N2CCCN(c3ncccc3[N+](=O)[O-])CC2)c1	?	-3	?	1	-4%	-12%
COc1ccc(/C=N/n2c(N)nc3ccccc32)cc1OC	?	51	13%[5.75 µM]	29*	2%	2%
COc1cccc(C(=O)NCCS(=O)(=O)NCc2cccs2)c1	14%	nt	?	nt	nt	0%
O=C(CN(Cc1ccccc1)C(=O)c1cccc([N+](=O)[O-])c1)Nc1c(Cl)cc(Cl)cc1Cl	-7%	-2	265%[activator]	-5	0%	6%
CCCN1C(=O)c2ccccc2NC1c1ccc(C)cc1 (configuration not stated)	?	43	?	6	0%	9%
O=C(C[n+]1cccc(Br)c1)c1ccc(-c2ccccc2)cc1	1%	34	24%	22*	-8%	-17%
C=CCNC(=S)Nc1ccc2nc(C)c(C)nc2c1	63%[activator]	61	55%[activator]	27*	?	40µM*
C=CCSc1nc2c(c(-c3ccsc3)c1C#N)CN(C)CC2	?	-7	?	-3	-20%	10µM*
CCOC(=O)c1c(NC(=O)C(c2ccccc2)c2ccccc2)sc2c1C1CCN2CC1	2.1µM*	9	?	8	-15%	10%
O=S(=O)(N1CCCCCC1)N1CCN(S(=O)(=O)N2CCCCC2)CC1	nt	-8	20%	6	-1%	1%
COc1ccc(/C=C2\SC(=Nc3ccccc3)NC2=O)cc1	?	-5	?	-3	-5%	0%
CCc1cccc(C)c1NC(=O)CCCN1C(=O)NC(C)(C)C1=O	-3%	nt	?	nt	nt	6%
Cc1ccc(S(=O)(=O)Nc2c(C)n(C)n(-c3ccccc3)c2=O)cc1C(=O)NCc1ccccc1	?	nt	?	nt	nt	-6%
Cc1ccc(N2CC(C(=O)NCc3nnnn3-c3ccc(C)c(C)c3)CC2=O)cc1 (configuration not stated)	-15%	-5	22%	-2	-3%	-8%&5%
Cc1cccc2sc(NNC(=O)c3cc(=O)c4ccccc4o3)nc12	?	31*	?	13*	-17%	4%
COc1ccc(OCc2nnc(SCC(=O)Nc3cccc(C(C)=O)c3)o2)cc1	6%	nt	-27%	nt	nt	-14%

Filtered by structure: those above containing two or more sulfur atoms (6)
SMILES	Pf growth 48h	Shiga inhibitor	Pf growth 96h	CHX counter	Giardia FBPA inh	Sm TGR block
O=C(Nc1nc(-c2nc3ccccc3s2)cs1)c1ccc(S(=O)(=O)N2CCOCC2)cc1	16%	45	16%	31	0%	0%
Cc1cccc(N2CCN(S(=O)(=O)c3ccc4c(c3)NC(=O)CS4)CC2)c1C	?	-9	?	-2	nt	7%
CC(C)Cc1nnc(NC(=O)c2cc3c(s2)CCC3)s1	-152%	55*	96%[activator]	17*	0%	0%
COc1cccc(C(=O)NCCS(=O)(=O)NCc2cccs2)c1	14%	nt	?	nt	nt	0%
C=CCSc1nc2c(c(-c3ccsc3)c1C#N)CN(C)CC2	?	-7	?	-3	-20%	10µM*
O=S(=O)(N1CCCCCC1)N1CCN(S(=O)(=O)N2CCCCC2)CC1	nt	-8	20%	6	-1%	1%

(cont.)
SMILES	Pf growth 48h	Shiga inhibitor	Pf growth 96h	CHX counter	Giardia FBPA inh	Sm TGR block
O=C1[C@H]2[C@@H](/C=C/c3ccccc3)N3C(=O)CN(CC4CC4)C(=O)[C@@]3(Cc3ccccc3)[C@H]2C(=O)N1c1ccccc1	10%	-13	66%[activator]	-1	-4%	0%
CC1CC(=O)C(C2c3ccccc3CCN2C(=O)CCl)C(=O)C1 (configuration not stated)	-1%	15	-16%	-4	1%	?
O=[N+]([O-])c1ccc(N2CCCC2)nc1	42%[activator]	-2	39%[activator]	-2	-1%	6%
CC1(O)N(CCC(=O)Nc2cccc(F)c2)C(=O)OC12CCCCC2 (configuration not stated)	?	9	?	4	-12%	-7%
c1ccc(-n2cnc3ccccc32)nc1	18%	13	-9%	11	-2%	-12%
C=CCSc1nnc(-c2cc3c(s2)-c2ccccc2CC3)o1	?	52*	2%	14*	-7%	0%
Cc1cc(=O)oc(C)c1C(=O)NCc1cccnc1	15%	-12	0%	5	0%	25%
COC(=O)Cn1c(=NC(=O)CSC(C)=O)sc2ccccc21	25%	-7	?	0	-4%	0%
O=C(c1cc(C2CC2)nn1-c1ccccc1)N1CCN(S(=O)(=O)c2cccc(F)c2)CC1	8.3µM*	nt	?	nt	nt	3%
CN(C)CCOC(=O)CCCCCCCCC(=O)OCCN(C)C	163%[activator]	-7	130%[activator]	-3	-19%	12%
CCOc1ccc(S(=O)(=O)N2CCC(C(=O)OC(C)C(=O)N(C)C3CCCCC3)CC2)cc1 (configuration not stated)	?	-13	?	-4	0%	?
O=C(Nc1ccc(F)cc1F)c1cc(-c2ccco2)nc2ccccc12	-22%	25	?	15	15%	11µM*
CC(=O)N(C)c1ccc(NS(=O)(=O)c2cc(Cl)ccc2Cl)cc1	-11%	-2	-8%	-3	9%	nt
CC(C)CN(CC(C)C)C(=O)C1C2c3ccccc3C(c3ccccc32)C1C(=O)O (configuration not stated)	3%	-5	-3%	0	16%	5%
C/C(N)=C(/C#N)C(=O)CSc1nnnn1-c1ccccc1	12%	10	36%[activator]	-3	2%	6%
Cc1ccc(OCC(=O)Nc2ccncc2)cc1	17%	-2	?	10	11%	-12%
COc1cccc(NC(=O)COC(=O)Cn2c(C)csc2=O)c1	-3%	nt	2%	nt	nt	0%
CCN1CCCC1CNC(=O)CN(C)S(=O)(=O)c1ccc(Cl)cc1 (configuration not stated)	7%	-1	2%	-6	-25%	-6%
CCOC(=O)C1CCCN(C(=O)Cn2ncc3c([nH]c4ccc(C)cc43)c2=O)C1 (configuration not stated)	?	10	-13%	-2	0%	6%&-2%
COc1ccc(-c2nc(C)ncc2-c2ccccc2)c(O)c1	?	1	?	-1	23%	-9%
NC(=S)N/N=C/c1coc2ccc(Br)cc2c1=O	5%	-6	26%	-3	0%	-11%
CCCCn1c(CN2C(=O)c3ccccc3C2=O)nc2ccccc2c1=O	5%	13	62%[activator]	-2	2%	0%
CCC(C)NCCOc1cccc(Br)c1 (configuration not stated)	3%	5	-14%	-2	-24%	7%
Cc1cc(S(=O)(=O)NCc2cccnc2)ccc1-n1cnnn1	20%	-20	30%[activator]	5	-1%	5%
O=C(OCC(=O)N1CCCC1=O)C1COc2ccccc2O1 (configuration not stated)	0%	2	15%	7	2%	-12%
CCOC(=O)c1cnc(-n2nc(C)cc2C)nc1NC(C)c1ccccc1 (configuration not stated)	2.1µM*	9	?	-4	26%	1%
CCOc1ccc(Br)cc1S(=O)(=O)NCCN(C)C	-2%	-14	17%	1	-14%	1%
CC(=O)N1C(Nc2ccc(Cl)cc2)CCN1c1ccccc1 (configuration not stated)	-7%	-5	?	-2	nt	-9%
CCOc1ccc(CNC(=S)NCc2ccc(OCC)cc2)cc1	19%	9	7%	11*	5%	-1%
CCn1c(-c2ccc(F)cc2)cnc1SCC(=O)N1CCCCC1C (configuration not stated)	nt	93*	29%	41*	0%	5%
